V1aR counter: agonists of human V1a receptor, primary screen, counter-screen for OXTR agonist project, fluorescence, CHO-V1R cells; Fluo-8 calcium fluorescence, agonist mode; 0% DMSO, 100% 3 nM vasopressin; activation, % at 3 µM; hit rate 0.25% among 320,000; AID 2797, 2010;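 active means activation above the mean activation of all tested compounds plus 3 SD, per screening run, cut at about 20% in these data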;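 further: signal is peak over basal fluorescence ratio across a 100 second FLIPR read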
OXTR potentiate: human OXTR potentiators, primary screen, fluorescence, CHO-OTR cells, Fluo-8 calcium. Fluo-8 calcium fluorescence, potentiator mode; 0% = oxytocin EC15, 100% = EC100. hit rate 0.061% among 320,000. activation, % at 3 µM. AID 2445, 2010;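 active means activation above that plate's cutoff, the mean activation of tested compounds plus 3 SD, cut at about 6.6% in these data, passing the limit was not always enough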;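 further: 100% uses oxytocin at 75 nM as the full agonist control; some results filed as inactive read as strong as hits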
Target sequence (P30559 whole entry, looked up): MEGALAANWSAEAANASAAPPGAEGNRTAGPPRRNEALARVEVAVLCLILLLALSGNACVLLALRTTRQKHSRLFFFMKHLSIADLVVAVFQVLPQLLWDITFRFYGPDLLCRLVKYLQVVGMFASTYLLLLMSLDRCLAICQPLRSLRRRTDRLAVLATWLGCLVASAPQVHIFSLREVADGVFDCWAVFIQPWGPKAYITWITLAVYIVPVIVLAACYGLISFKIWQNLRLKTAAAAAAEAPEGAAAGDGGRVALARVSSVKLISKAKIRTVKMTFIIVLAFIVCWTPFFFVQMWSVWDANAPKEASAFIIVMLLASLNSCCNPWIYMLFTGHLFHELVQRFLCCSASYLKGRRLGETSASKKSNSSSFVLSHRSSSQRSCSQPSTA
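Material: human OTR in CHO cells. Compound: 3.0 µM, one dose. Timing: compound 6 min at room temperature before oxytocin, 100 s read. Evaluation: % activation of max/min ratio relative to oxytocin controls. Replication: single well per compound, singlicate. Signal: Fluo-8 calcium dye fluorescence.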
CHO-K1 Ca PAM: nonselective calcium activators in parental CHO-K1 cells, primary screen, counter-screen for M1 PAM project, cell-based, Fluo-8 calcium fluorescence, full deck, 1536-well; ATP EC20; 0% at ATP EC20, 100% at ATP max; AID 602247, 2012; activation, % at 3 µM; hit rate 0.02% among 360,000;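 active means activation above the run cutoff, the mean activation of all test compounds plus 3 SD, cut at about 40% in these data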;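 further: peak over basal fluorescence ratio in a 140 s read after ATP addition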
CHO parental Ca: ATP-evoked calcium signal inhibitors, parental CHO, primary screen, counter-screen for OX1R antagonist project, cell-based, fluorescence, Fluo-8 calcium dye | inhibition, % at 5.6 µM | parental CHO-K1, ATP-induced calcium, Fluo-8 fluorescence | hit rate 0.63% among 330,000 | AID 463079, 2010;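 active means inhibition above that plate's mean sample inhibition plus 3 SD, cut at about 26% in these data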;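 further: 0% = ATP-challenged DMSO wells and 100% = DMSO wells without ATP; some compounds past the cut are filed as inactive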
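Assay system – parental CHO cells · Reagent – ATP stimulus · Detection – intracellular calcium via Fluo-8 no-wash fluorescent dye · Evaluation – percent inhibition of ATP-evoked calcium rise, normalized to controls · Controls – ATP wells versus no-ATP DMSO wells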
OXTR ag: human OXTR agonists, primary screen, fluorescence, CHO-OTR cells, Fluo-8 calcium; Oxytocin receptor (Homo sapiens), P30559; Fluo-8 calcium fluorescence; normalized: DMSO 0%, oxytocin 100%; activation, % at 3 µM; hit rate 0.32% among 320,000; AID 2435, 2010;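 active means activation above the mean of all tested compounds plus 3 SD, cutoff set per screening run, cut at about 20% in these data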;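 further: peak over basal fluorescence ratio from a 100 s FLIPR kinetic read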
TAAR1 antagonist: human TAAR1 antagonists, primary screen, Fluo-8 calcium fluorescence, CHO RD-HGA16 cells; Trace amine-associated receptor 1 (Homo sapiens), Q96RJ0; antagonist; inhibition, % at 3 µM; hit rate 1.5% among 360,000; AID 624466, 2012;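 active means inhibition above a per-plate cutoff, the mean inhibition of test compounds on that plate plus 3 SD, cut at about 49% in these data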;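 further: 0% = DMSO plus EC80 beta-PEA response and 100% = DMSO alone without agonist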
Target sequence (Q96RJ0 whole entry, looked up): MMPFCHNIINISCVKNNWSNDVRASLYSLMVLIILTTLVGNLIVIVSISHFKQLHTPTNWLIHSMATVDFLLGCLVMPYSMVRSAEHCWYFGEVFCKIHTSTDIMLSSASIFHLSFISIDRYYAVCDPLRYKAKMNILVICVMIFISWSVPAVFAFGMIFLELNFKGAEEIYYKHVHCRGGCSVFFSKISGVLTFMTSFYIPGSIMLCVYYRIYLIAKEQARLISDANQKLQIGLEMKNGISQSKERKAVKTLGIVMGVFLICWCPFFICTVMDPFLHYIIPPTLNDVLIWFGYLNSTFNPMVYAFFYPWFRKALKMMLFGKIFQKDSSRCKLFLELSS
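Assay system: CHO-derived RD-HGA16 cells stably expressing human TAAR1 plus Gα16. Timing: 140 s kinetic read after compound, 140 s after agonist. Technique: kinetic Fluo-8 calcium fluorescence measurement. Measure: % inhibition of agonist calcium response.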
CHO-K1 Ca antag: M1 antagonist counterscreen hit in parental CHO-K1 cells; hit rate 0.6% among 360,000; ATP-induced calcium, Fluo-8 fluorescence; inhibition, % at 3 µM;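 active means inhibition above a per-plate cutoff, the plate's mean sample inhibition plus 3 SD, cut at about 24% in these data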;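 further: 0% = DMSO plus EC80 ATP and 100% = DMSO alone without ATP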
GPR7 antagonist: GPR7 receptor antagonists, primary screen, cell-based, fluorescence, single concentration | Neuropeptides B/W receptor type 1 (Homo sapiens), P48145 | GPR7-expressing cells, fluorescence antagonist assay | inhibition, % at 4.4 µM | hit rate 1.1% among 290,000 | AID 1861, 2009; in the data active means inhibition above about 16%, passing the limit was not always enough;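 further: cells stimulated with the agonist NPW; 0% = agonist with vehicle and 100% = vehicle without agonist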
Target sequence (P48145 whole entry, looked up): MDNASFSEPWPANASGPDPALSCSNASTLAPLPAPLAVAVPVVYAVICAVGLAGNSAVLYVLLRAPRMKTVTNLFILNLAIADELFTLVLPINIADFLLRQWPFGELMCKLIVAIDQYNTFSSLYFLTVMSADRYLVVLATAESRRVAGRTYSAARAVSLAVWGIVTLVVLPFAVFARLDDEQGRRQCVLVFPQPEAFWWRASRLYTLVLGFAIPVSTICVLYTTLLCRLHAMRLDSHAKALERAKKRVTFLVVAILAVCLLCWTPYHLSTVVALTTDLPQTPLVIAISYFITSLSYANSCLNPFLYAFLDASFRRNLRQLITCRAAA
M1 ag parental: counter-screen for M1 agonists: effect in parental CHO-K1 cells; Fluo-8 calcium fluorescence; scaled to maximal ATP response, vehicle zero; activation, % at 3 µM; hit rate 0.48% among 360,000; AID 602248, 2012; in the data active means activation above about 15%;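 further: untransfected CHO-K1 host cells lacking M1 receptor as counterscreen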
* = called active by the depositor; · = no result given.

mol	V1aR counter	OXTR potentiate	CHO-K1 Ca PAM	CHO parental Ca	OXTR ag	TAAR1 antagonist	CHO-K1 Ca antag	GPR7 antagonist	M1 ag parental
O=C(COC(=O)Cn1[nH]c(=O)c2ccccc2c1=O)NNC(=O)c1ccc(Br)cc1	-0.5	-2	-9	-10	0.3	0	-15	·	-0.1
Cc1cccn2c(=O)c3cc(C(=O)NCCc4ccccc4)c(=N)n(CC4CCCO4)c3nc12 (stereo unspecified)	-0.6	-4	-7	-20	-0.6	10	-16	9	-0.1
COc1ccccc1Nc1nc(N(C)c2ccccc2)nc(N)c1[N+](=O)[O-]	·	·	13	·	·	·	-8	-12	0.7
C=CCNC(=O)c1c(CSc2ccc(F)cc2)noc1C(=O)NCCC	-1.3	5	10	-13	-1.5	-3	-11	·	-0.5
O=C(O)CCCNS(=O)(=O)c1cccc2nsnc12	0.7	-4	-10	-10	-0.9	2	-3	0	0.2
Cc1c(C(=O)Nc2c(F)cccc2F)sc2ncn(CC(=O)N3CCCCC3)c(=O)c12	3.6	-4	14	1	1.4	-5	-1	6	1.9
CCOC(=O)CCNC(=O)N1CCCC(N(C)CCc2ccccc2)C1 (stereo unspecified)	0.4	-4	15	-11	0.2	-6	-3	-8	3.6
CN(C)S(=O)(=O)c1ccc(C(=O)NCc2nnc(SCC(=O)N3CCCC3)o2)cc1	0.7	-7	10	3	-0.1	-13	5	-9	0.0
Oc1ccc(Br)cc1CNc1cccc2cccnc12	0.9	2	-4	-1	1.2	-2	19	3	0.0
O=C(NC(=S)NCc1ccco1)c1cccc(Cl)c1	-1.8	-7	9	-4	-1.1	-1	3	-4	-0.1
COc1ccc(CNC(C)C2COc3ccccc3O2)c(OC)c1 (stereo unspecified)	1.6	-3	16	-20	0.8	-2	-10	-13	2.3
CC(Oc1ccccc1F)c1nnc(SCC(=O)c2c(N)n(C3CC3)c(=O)[nH]c2=O)o1 (stereo unspecified)	0.3	3	-18	-5	0.5	3	-2	·	-0.1
COc1cc(NC(=S)Nc2ccc(OC(F)F)cc2)cc(OC)c1	0.3	4	15	7	3.9	7	-9	-9	2.0
COc1cc(N=c2ssnc2Cl)cc(OC)c1OC	1.0	-1	21	-8	-0.4	22	-9	9	9.4
O=C(CN1C(=O)CSc2ncccc21)NCCN1CCOCC1	0.1	0	-2	-9	0.8	-3	4	-6	-0.1
CCc1ccc(C(C)NC(=O)C2CCCC2)cc1 (stereo unspecified)	1.3	-4	2	1	-1.8	-1	0	2	0.8
CCOc1ccc(N2C(=O)CC(NC3CCCCNC3=O)C2=O)cc1 (stereo unspecified)	1.0	-8	13	-9	0.6	2	4	-8	0.5
N#Cc1c(-c2cccs2)cc(-c2cccnc2)nc1N	0.0	1	6	-20	-0.9	13	1	-1	1.6
Cc1ccc(-n2nnnc2SC(C(=O)c2c[nH]c3ccccc23)c2ccccc2)cc1 (stereo unspecified)	0.3	-7	-12	-14	1.1	-26	7	-5	-0.1
CC(=O)C1=C(O)C(=O)N(c2cccnc2)C1c1ccc([N+](=O)[O-])cc1 (stereo unspecified)	0.7	-9	·	2	-0.4	-21	·	-14	·
O=C(CN1C(=O)c2ccc([N+](=O)[O-])cc2C1=O)NC1CCCCCC1	0.3	-8	10	-9	0.1	-3	-6	·	2.9
c1ccc(N2CCN(Cc3cn4cccnc4n3)CC2)cc1	1.5	-1	19	-5	0.8	-19	-1	2	0.3
COC(=O)c1cc(OC)c(OC)cc1NC(=S)N1CCC(C(N)=O)CC1	0.6	-1	8	-5	1.4	20	-13	3	-0.2
O=C(Nc1ccc(F)cc1F)NC1CCCc2ccccc21 (stereo unspecified)	0.0	-5	-19	-5	-1.1	-21	-12	5	-0.4
CCC(C(=O)NCCCc1ccccc1)c1ccccc1 (stereo unspecified)	-0.9	-9	8	-14	-3.2	-17	2	-4	2.0
CCc1nc2ccccc2c2nc3ccccc3n12	0.3	-7	12	-6	2.8	-1	-12	2	0.4
CCCCNC(=O)C[C@@H]1C[C@@]2(C(=O)OCC)CCC=C2N(Cc2ccc(Cl)cc2Cl)C1=O	·	·	-5	·	·	-21	-19	·	-0.2
CC(=O)Nc1cccc(-c2nn[nH]n2)c1	0.2	-4	-16	3	0.6	-2	7	-6	0.6
Cc1ccc(C(=O)CCC(=O)OCC(=O)Nc2c(C)nn(-c3ccccc3)c2C)cc1	1.4	-4	10	-1	-1.1	-10	-4	·	4.4
CCCC(=O)Nc1cccc(-c2nc3cc(C)c(C)cc3o2)c1	0.3	-5	7	-7	-0.5	-5	-15	-2	-0.3
COC(=O)c1ccccc1S(=O)(=O)N1CCC(C(=O)OC(C)C(=O)N(C)Cc2ccccc2)CC1 (stereo unspecified)	·	·	3	·	·	16	-1	·	3.0
O=C([C@@H]1CCCN1C(=O)c1cccs1)N1CCN(S(=O)(=O)c2ccccc2F)CC1	-0.6	-3	24	-11	-1.3	4	-16	·	1.0
COc1ccc(S(=O)(=O)N2CCOCC2)cc1NC(=O)c1c(C)noc1C	·	·	7	·	·	-8	9	·	-0.2
COc1ccc(N2CCN(c3ccc(S(=O)(=O)N(C(C)C)C(C)C)cn3)CC2)cc1	2.9	-6	-4	-6	1.7	-23	-13	-8	3.7
O=C(COC(=O)Cn1cnc2ccccc2c1=O)Nc1cc(Cl)ccc1[N+](=O)[O-]	0.4	1	25	-16	-0.1	19	-11	-6	1.6
COc1ccc(-c2nc(SC)n(C)c(=O)c2C#N)cc1OC	-1.9	-4	15	-21	-2.1	-3	-4	-4	-0.3
CC(=O)NC1=NN(C(C)=O)C(C)(c2ccco2)S1 (stereo unspecified)	1.4	-11	11	-12	-0.1	4	0	-10	0.8
CC1=CC2=NC(=O)/C(=C\c3cc(C)n(-c4ccc(F)cc4)c3C)C(=N)N2O1	0.3	-6	-13	-8	-1.3	87*	22	-7	-0.1
Cc1cccc(C(=O)Nc2ccc(N3CCN(c4ccc(C(F)(F)F)cn4)CC3)nc2)c1	-1.0	0	-18	-2	0.0	-13	3	-17	0.2
COc1cccc(C(=O)NC(=O)Nc2cc(C)on2)c1	0.4	0	20	-1	0.6	-2	-16	-15	0.0
CC(C)c1ccccc1OCC(=O)N(C)CC(=O)Nc1ccc(F)cc1	0.0	-5	11	-9	-1.2	-19	4	·	2.9
CC(C)Oc1ccc(CSC(=N)N)cc1	1.5	8	24	0	2.1	-17	-3	0	1.2
CCOC(=O)c1cn(Cc2ccccc2)nn1	0.6	0	16	1	-0.4	9	-7	-9	0.2
CCOC(=O)c1ccc(NC(=O)CSc2nnc(CC)o2)cc1	3.5	-8	0	-12	2.4	-14	-6	1	4.6
COc1ccc(-c2ccc3c(c2)C2CC3CCN2S(=O)(=O)c2ccccc2C)cc1 (stereo unspecified)	·	·	13	·	·	-15	-5	·	0.6
COc1ccc(OC)c(S(=O)(=O)N2CCN(C34CC5CC(CC(C5)C3)C4)CC2)c1	2.3	-14	2	-9	-1.0	3	-2	0	0.7
CCc1cc2c(=O)c(-c3nc4ccccc4n3C)c(C)oc2c(CN(CC)CC)c1O	1.1	3	11	-16	0.5	1	-13	-7	0.2
COC(=O)CN1C(C)=Nc2ccc(Br)cc2C1c1ccccc1 (stereo unspecified)	0.5	-9	14	-11	-0.5	2	-10	11	0.6
O=C(COC(=O)c1ccc(S(=O)(=O)NCc2ccco2)cc1)NCc1ccccc1	0.9	-5	1	-8	0.8	-3	6	·	0.8
COC(=O)c1cc(C#N)c(Oc2cccc(C)c2C)nc1C	-0.7	-7	11	2	-2.5	3	-5	-11	0.1

Following part:
mol	V1aR counter	OXTR potentiate	CHO-K1 Ca PAM	CHO parental Ca	OXTR ag	TAAR1 antagonist	CHO-K1 Ca antag	GPR7 antagonist	M1 ag parental
CCC(Cc1ccccc1)NC(=O)CN(C)S(=O)(=O)c1ccc2c(c1)c(=O)n(C)c(=O)n2C (stereo unspecified)	0.4	-6	17	-4	-0.7	-36	-6	-13	0.7
COc1cc(NC(=O)Nc2ccccc2OC)c(OC)cc1NC(=O)CN1CCCCC1	-0.2	-11	3	-6	-0.8	16	3	-16	0.6
Fc1ccccc1N1CCN(C2CCCN(Cc3ccccc3C(F)(F)F)C2)CC1 (stereo unspecified)	-1.3	-1	19	-15	-1.6	-33	-10	-22	1.2
Cc1ncc(CO)c(CO)c1O	0.4	-4	17	-4	0.7	6	-6	·	0.0
Cc1ccc(Cn2ccc(NC(=O)c3nn(C)cc3Cl)n2)cc1	0.2	-4	28	-10	0.1	0	-14	-13	0.8
O=C1CCC/C=C\C[C@H](CC(=O)N(CCO)Cc2ccccc2)C(=O)N2CCC[C@@H]2CO1	0.4	2	16	-3	0.2	-5	-7	·	0.0
COC(=O)C1(S(=O)(=O)c2cccc3nsnc23)CC1	-0.4	-3	17	-13	0.3	-9	-10	-12	0.1
CCCCCN(C(=O)CCC(=O)OC(C)C(=O)c1ccc(Cl)cc1)c1c(N)n(CCCC)c(=O)[nH]c1=O (stereo unspecified)	-0.1	3	3	-29	0.0	-24	4	·	-0.4
COc1cc(/C(=C/c2ccccc2)c2ccccc2)c2c(c1)oc1ccccc12	0.3	-11	2	-13	0.3	-10	-3	-7	-0.2
COc1ccc(C2N(c3ccc(C)cc3)CCN2c2ccc(C)cc2)cc1O	-0.6	-8	23	10	-1.2	1	-10	1	0.4
O=C(O)/C=C/C(=O)N1CCc2ccccc21	0.5	-15	3	-4	0.3	7	-6	-3	0.4
Cc1nc(COC(=O)c2cc(O)c3ccccc3c2O)cs1	·	·	18	·	·	3	-10	-10	0.7
Cc1[nH]c2ccccc2c1SCC(=O)N1CCCCC1	-0.3	3	15	2	0.6	7	-15	-3	0.3

Two successive records out of the list so far, for reference:
mol	V1aR counter	OXTR potentiate	CHO-K1 Ca PAM	CHO parental Ca	OXTR ag	TAAR1 antagonist	CHO-K1 Ca antag	GPR7 antagonist	M1 ag parental
Cc1nc(COC(=O)c2cc(O)c3ccccc3c2O)cs1	·	·	18	·	·	3	-10	-10	0.7
Cc1[nH]c2ccccc2c1SCC(=O)N1CCCCC1	-0.3	3	15	2	0.6	7	-15	-3	0.3

Assay outcomes (PubChem BioAssay)
